From PubChem BioAssay
Pol iota inh = DNA polymerase iota (human) inhibition; 390,000 tested, 1% active; Pol iota fluorescent replication assay, 10 min; Potency, µM (highest dose often 115 µM), inactives show at the highest dose activity, negative = inhibition, most hits filed as inhibitors; Q9UNA4
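Fluorescent replication assay read twice, at 0 min and 10 min after adding 50 nM (final) substrate. Enzyme (10 nM) and compounds were first incubated 15 min at room temperature; enzyme-free buffer wells were negative controls.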
BLM inh = Bloom syndrome helicase (human) inhibition | P54132 | recombinant BLM DNA unwinding, fluorescence dequenching | Potency, µM (titrated, usually from 56.1 µM), for inactives: at the top dose activity change, negative = inhibition, hits mostly inhibitors | 350,000 tested, 0.2% active;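 note: plate controls were vehicle for no effect and no enzyme for full effect; nearly all actives have a fitted effect of over 35% in size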
PGK inhibitor = blocks T. brucei phosphoglycerate kinase; PGK/GAPDH coupled, Kinase-Glo luminescence, 60 min; P07378; AID 602233; Potency, µM (highest dose often 57.5 µM), without a hit: top-dose activity change, negative = inhibition, most hits filed as inhibitors; 380,000 tested, 0.043% active; note: % is set by controls: 0 for no effect and ±100 for the full control effect; nearly all actives have a fitted effect of over 60% in size
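Luminescent ATP detection (Kinase-Glo Plus) follows a 60-minute room-temperature incubation, with wells lacking PGK as controls. Buffer: 100 mM TEA (pH 7.6), 5 mM MgCl2, 0.01% Tween-20. Coupling enzyme GAPDH (100 nM final) supplies unstable 1,3-BPG in-well.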
JMJD2A Tudor inh = inhibitors of human JMJD2A Tudor domain; O75164; AlphaScreen JMJD2A-Tudor / H3K4me3 peptide binding; Potency, µM (top dose mostly 114 µM), for inactives: at the highest dose activity change, negative = inhibition, usual class: inhibitors; 390,000 tested, 4.4% active; AID 504339; note: % is set by controls: 0 for no effect and ±100 for the full control effect; nearly all actives have a fitted effect of over 50% in size
BAZ2B block = BAZ2B (human) inhibition; 360,000 tested, 4.4% active; AID 504333; AlphaScreen BAZ2B-H3K14Ac peptide displacement; Q9UIF8; Potency, µM (series often up to 114 µM), for inactives: at the top dose activity change, negative = inhibition, usual class: inhibitors; note: % is set by controls: 0 for no effect and ±100 for the full control effect; nearly all actives have a fitted effect of over 60% in size
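Inhibition is scored as reduced AlphaScreen emission. The BAZ2B/b-H3(5-23)K14Ac complex (50 nM each) in PBS pH 7.4, 0.01% Tween-20 meets compound (up to 110 uM) for 30 min at RT before bead addition.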
GLS inh = inhibitors of human glutaminase (GLS). AID 624170. GLS enzymatic activity, qHTS titration. Potency, µM (series often up to 45.5 µM), without a hit: top-dose activity change, negative = inhibition, most hits filed as inhibitors. 410,000 tested, 0.21% active. O94925; note: % is set by controls: 0 for no effect and ±100 for the full control effect
Target sequence (O94925 whole entry, looked up): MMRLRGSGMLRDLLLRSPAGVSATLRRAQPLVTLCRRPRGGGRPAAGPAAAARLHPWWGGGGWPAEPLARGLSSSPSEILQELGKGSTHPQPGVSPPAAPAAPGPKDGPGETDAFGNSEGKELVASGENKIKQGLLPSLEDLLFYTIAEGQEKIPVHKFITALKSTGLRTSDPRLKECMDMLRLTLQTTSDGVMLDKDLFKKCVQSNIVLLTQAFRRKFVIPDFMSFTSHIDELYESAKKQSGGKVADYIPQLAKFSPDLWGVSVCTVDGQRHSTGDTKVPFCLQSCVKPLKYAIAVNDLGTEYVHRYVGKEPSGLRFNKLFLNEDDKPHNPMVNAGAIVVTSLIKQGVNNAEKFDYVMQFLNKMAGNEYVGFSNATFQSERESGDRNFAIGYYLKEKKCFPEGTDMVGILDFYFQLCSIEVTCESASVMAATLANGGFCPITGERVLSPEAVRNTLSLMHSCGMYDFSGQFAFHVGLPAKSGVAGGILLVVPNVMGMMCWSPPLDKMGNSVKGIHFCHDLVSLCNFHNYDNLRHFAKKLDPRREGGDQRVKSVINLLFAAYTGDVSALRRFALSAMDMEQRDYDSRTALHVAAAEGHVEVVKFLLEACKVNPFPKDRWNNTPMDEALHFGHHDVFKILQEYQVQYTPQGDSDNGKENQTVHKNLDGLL
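Glutamate formation by hKGA was monitored fluorometrically using coupled glutamate oxidase, HRP and Amplex Red. Substrate was added as 1 mM L-glutamine solution; incubation was 30 min at RT after an initial read.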
Pin1 inhibitor = human Pin1 inhibition; 390,000 tested, 0.009% active; Potency, µM (doses to about 115 µM), for inactives: at the highest dose activity, negative = inhibition, hits mostly inhibitors; Q13526; Pin1 FP peptide displacement, HiFluor488, 10 min; active = well fitted inhibition curve with a large enough effect in the polarisation, with a control signal flat, not every such curve was filed as active; inconclusive = small, poorly fitted or top-dose-only effect, or effect the other way, or a change in a side signal; inactive = no such curve, though single readings can be large or run the other way; the % refers to the polarisation; note: % is set by controls: 0 for no effect and ±100 for the full control effect
Target sequence (Q13526 whole entry, looked up): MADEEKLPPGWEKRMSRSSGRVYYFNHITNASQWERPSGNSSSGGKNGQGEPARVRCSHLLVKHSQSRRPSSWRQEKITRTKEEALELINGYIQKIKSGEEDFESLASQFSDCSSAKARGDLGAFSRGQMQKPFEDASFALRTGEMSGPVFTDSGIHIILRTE
G9a block = inhibitors of human histone lysine methyltransferase G9a | Q96KQ7 | G9a H3K9 monomethylation, AlphaScreen, 2 h | Potency, µM (titrated, usually from 102 µM), inactives show at the highest dose activity, negative = inhibition, most hits filed as inhibitors | 350,000 tested, 8.8% active | AID 504332; note: % is set by controls: 0 for no effect and ±100 for the full control effect; nearly all actives have a fitted effect of over 75% in size
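Enzyme 20 nM + cpd, 15 min RT; add b-H3K9 pep 500 nM / SAM 20 uM; 2 h RT; anti-H3K9me1 Ab 0.5 ug/mL + SA donor / anti-rabbit acceptor beads 20 ug/mL each, 10 min; AlphaScreen read.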
HP1b chromo inh = blocks HP1-beta chromodomain binding to methylated histone tails; P83916; AlphaScreen HP1-beta / biotin-H3K9me3 peptide binding; Potency, µM (highest dose often 114 µM), without a hit: at the highest dose activity change, negative = inhibition, hits mostly inhibitors; 390,000 tested, 0.56% active; AID 540317; note: nearly all actives have a fitted effect of over 70% in size; inactives centre near 23
Target sequence (P83916 whole entry, looked up): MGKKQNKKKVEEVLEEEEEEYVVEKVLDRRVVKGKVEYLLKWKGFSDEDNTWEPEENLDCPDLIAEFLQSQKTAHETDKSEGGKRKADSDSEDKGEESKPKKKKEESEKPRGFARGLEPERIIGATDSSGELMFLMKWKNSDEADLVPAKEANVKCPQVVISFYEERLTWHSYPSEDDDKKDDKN
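AlphaScreen: HP1-beta (50 nM) preformed 30 min with biotin-H3(1-18)K9me3 peptide (50 nM) in PBS pH 7.4, 0.01% Tween-20. Compound added for 30 min at RT, then streptavidin donor/nickel chelate acceptor beads (10 ug/mL) for 30 min.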
* = called active by the depositor; i = inactive; ? = inconclusive; nt = not tested or not shown; [ ] = dose if it differs, or a comment. Unless noted, calls come from the whole dose curve; as a rule, active = well fitted curve in the direction sought with a large enough effect; inconclusive = small, poorly fitted or top-dose-only effect, or another doubt; inactive = no such curve, though single readings can be large; an effect the other way counts as inactive or inconclusive. Potency is the fitted concentration of half-maximal effect. Some of the compounds tested (hit frequency here may not be typical).

SMILES	Pol iota inh	BLM inh	PGK inhibitor	JMJD2A Tudor inh	BAZ2B block	GLS inh	Pin1 inhibitor	G9a block	HP1b chromo inh
COc1cc2c(cc1OC)[C@@H]1Cc3cc4c(cc3[C@H](C2)N1C)OCO4	9%	2%	-8%	-29%	-3%	0%	-11%	10%	20%
Cc1nc2nc(SCC(=O)NCCCN3CCOCC3)nn2c(C)c1Cc1ccccc1	4%	3%	2%	-4%	-14%	11%	-4%	2%	27%
Cc1cc(CNC(=O)Cc2c(F)cccc2Cl)nn1C	6%	-4%	i	-7%	-5%	3%	4%	-3%[59 µM]	46%
COc1cccc(CNC(=O)C2CCC(=O)N(CC3CCCCC3)C2)c1OC (centres undefined)	-2%	0%	i	2%	-16%	-5%	4%	19%	31%[57 µM]
Fc1ccc(N2CCN(C3CCC(c4ccccc4)CC3)CC2)cc1 (centres undefined)	?	0%	-1%	-24%	?	7%	4%	?	5%
COc1cc(NC(=S)N2CCN(S(C)(=O)=O)CC2)cc(OC)c1	3%	0%	-6%	-2%	-13%	9%	-1%	24%	54%[activator]
COc1cc(NC(=O)c2ccc(C(=O)Nc3cc(OC)c(Cl)cc3OC)cc2)c(OC)cc1Cl	25%	1%	-8%	-17%	-1%	-24%	1%	0%[59 µM]	17%
COc1ccccc1CC(=O)Nc1ccc([N+](=O)[O-])cc1O	?	-6%	-1%	-19%	-16%	0%	5%	-20%	26%
COc1ccc(CCNC(=O)c2cc(=O)c3cc(C)ccc3o2)cc1OC	-14%	-10%	-11%	-3%	2%	1%	4%	39%	42%[activator]
COc1ccc(NC(=S)NCCCN2CCCC2)cc1	30%[activator]	-5%	-2%	-13%	-12%	1%	4%	22%[12.7 µM]	43%[activator]
CC(C)c1ccc(N(CC(=O)NC2CCCC2)C(=O)CCC(=O)Nc2nccs2)cc1	38%[activator]	0%	-8%	-13%	3%	-6%	-4%	-6%	-2%
CN(C)S(=O)(=O)c1cccc(NC(=O)CCCC2CCCCC2)c1	15%	nt	7%	7%	nt	-4%	?	nt	77%[activator]
CC(C)(CC(=O)O)CC(=O)N1CCCN(c2nc3ccc(Cl)cc3s2)CC1	17%[58.9 µM]	-7%	-18%	2%	7%	0%	6%	5%	29%
CC(=O)c1ccc(OCc2ccccc2)c(C)c1O	4%	-16%[12.4 µM]	0%	219%[activator]	186%[activator]	5%	-4%	186%[activator]	252%[activator]
COc1ccc(CCC(=O)N2CCN(c3ccc(OC)cc3)CC2)cc1	24%	-4%	-10%	-35%	?	33%[activator]	-14%	?	-5%
O=C1c2ccccc2NC(c2ccccc2O)N1Cc1ccco1 (centres undefined)	24%	nt	nt	-8%[57.1 µM]	nt	nt	0%	nt	4%[57 µM]
CC(C)NS(=O)(=O)c1ccc2[nH]c3nc(SCC(=O)Nc4ccc(F)c(F)c4)nnc3c2c1	79µM*	nt	nt	-23%	nt	nt	41%[activator]	nt	36%
CCC(CC)C(=O)NC1CC(=O)N(c2ccc3c(c2)OCCO3)C1 (centres undefined)	7%	0%	7%	-3%	-3%	6%	7%	3%[59 µM]	9%
Cc1cccc(NC(=S)N2CCCCCC2)c1C	24%	0%	-10%	4%	2%	-1%	1%	nt	41%[activator]
O=C(COc1ccc2c3c(c(=O)oc2c1)CCCC3)NCC(O)c1ccccc1 (centres undefined)	12%	0%	?	-6%	-2%	4%	9%	nt	20%[57 µM]
CC(=O)N(OCc1ccc(OC(C)C)c(Cl)c1)C(C)=O	-1%	-1%	-1%	-5%[11.4 µM]	6%	-2%	1%	0%	62%[activator]
CC(C)(C)OC(=O)C[C@@H]1C/C=C\C[C@@H](CC(=O)N(CCO)Cc2ccccc2)C(=O)N[C@H](Cc2ccccc2)COC1=O	?	nt	-10%	-27%	nt	4%	-7%	nt	12%
Cn1c(=O)c2c(SCC(=O)NCC3CCCO3)nc(-c3cccc(F)c3)nc2n(C)c1=O (centres undefined)	-5%	-1%	-10%	-13%	-11%	-17%	2%	6%[59 µM]	14%[57 µM]
COC(=O)c1cc(S(=O)(=O)NCCN2CCOCC2)cn1C	18%	0%	5%	-3%	-2%	-5%	-3%	16%	35%

Complete entries as entered above. Order of values: Pol iota inh	BLM inh	PGK inhibitor	JMJD2A Tudor inh	BAZ2B block	GLS inh	Pin1 inhibitor	G9a block	HP1b chromo inh
Shown for O=C1c2ccccc2NC(c2ccccc2O)N1Cc1ccco1 (centres undefined) → 24%	nt	nt	-8%[57.1 µM]	nt	nt	0%	nt	4%[57 µM]
Shown for COc1ccc(CCC(=O)N2CCN(c3ccc(OC)cc3)CC2)cc1 → 24%	-4%	-10%	-35%	?	33%[activator]	-14%	?	-5%
Shown for CC(=O)N(OCc1ccc(OC(C)C)c(Cl)c1)C(C)=O → -1%	-1%	-1%	-5%[11.4 µM]	6%	-2%	1%	0%	62%[activator]

More entries follow.
SMILES	Pol iota inh	BLM inh	PGK inhibitor	JMJD2A Tudor inh	BAZ2B block	GLS inh	Pin1 inhibitor	G9a block	HP1b chromo inh
CC1=C(C(=O)N2CCOCC2)C(c2cc(C)cs2)NC(=O)N1 (centres undefined)	?	-1%	3%	7%	-7%	-7%	?	-23%[12.7 µM]	63%[activator]
CC1CCCCC12NC(=O)N(CC(=O)NCCc1ccccc1)C2=O (centres undefined)	38%[activator]	nt	i	-14%	nt	-8%	-3%	nt	14%[57 µM]
CCC(CC)NC(=O)CC(c1ccccc1)c1ccccc1	29%	0%	i	-8%	2%	2%	2%	nt	-25%
CCCCC(=O)Nc1nc2c(s1)COc1ccccc1-2	-13%	-5%	4%	-10%	12%	23%	1%	nt	24%
COc1ccc(CCNC(=O)COC(=O)Cc2ccccc2F)cc1	29%	nt	0%	-7%	nt	-4%	-5%	nt	37%
CCOC(=O)/C(N=Nc1ccc2c(c1)OCO2)=C(\C)O	121%[activator]	-4%	-7%	50µM*	?	?	-4%	?	-21%
CCOC(=O)CSC1=C(C#N)C(c2ccccc2Cl)C(C(=O)OC)C(=O)N1 (centres undefined)	162%[activator]	-5%	-2%	-32%	-5%	14%	-10%	-41%[59 µM]	10%
COC(=O)NNC(=O)C(C)Oc1ccc(Cl)cc1Cl (centres undefined)	-8%[58.9 µM]	0%	-8%	-9%	9%	3%	-1%	3%	50%[activator]
COc1ccc(CN2CCN(C(=O)c3ccccc3C(=O)c3ccccc3)CC2)cc1OC	-11%	nt	-6%	1%	nt	-4%	2%	nt	31%
O=c1c2ccccc2nnn1-c1ccc(Br)cc1	9%	-4%	-7%	0%	-14%	-8%	-3%	6%	30%
COc1cccc(CNC(=O)CN2C(=O)N(c3cccc(Cl)c3)S(=O)(=O)c3ccccc32)c1OC	22%	-2%	-8%	-8%	4%	-8%	4%	4%[59 µM]	46%[activator]
COc1ccccc1/C=C/c1nc(C#N)c(NCc2ccccc2)o1	41%[activator]	-10%	nt	-1%	-34%	5%	-3%	?	19%
Cc1cc(C)cc(NC(=S)NC2CC3CCCC(C2)N3C2CCCC2)c1 (centres undefined)	18%	-3%	i	-23%	-29%	-6%	4%	?	22%
COc1ccc2oc(C(=O)NCCc3ccccc3)c(C)c2c1	?	nt	5%	9%	8%	1%	2%	-10%[2.33 µM]	27%
COc1ccc(OCC(=O)Nc2cc(-c3nn4c(C)nnc4s3)ccc2C)cc1	13%	0%	-6%	-11%	5%	2%	11%	16%	44%[activator]
c1ccc(-c2nc(N3CCCCCC3)c3ccccc3n2)nc1	11%	6%	2%	?	50µM*	19%	3%	-31%	36%
Cn1c(=O)c(Sc2ccc(Cl)cc2)c(O)c2ccccc21	274%[activator]	1%	0%	-3%	1%	1%	-5%	-11%[59 µM]	37%
CCOC(=O)c1sc2nc[nH]c(=O)c2c1C	7%	2%	5%	-10%	8%	9%	-4%	7%	16%
CSC(=NS(=O)(=O)c1ccc(C)cc1)SC	6%	1%	-7%	-9%	nt	10%	2%	5%[59 µM]	30%
Cc1cccc(OCC(=O)NCc2cc(C)nc3ccccc23)c1	18%	-10%	i	-3%	-8%	-6%	-16%	38%	45%[activator]
c1ccc(-c2csc(N3CCN(c4ccccn4)CC3)n2)cc1	4%	-12%	-6%	-13%	-37%	10%	-6%	-40%[12.7 µM]	9%
O=c1c2ccccc2nc(-c2ccco2)n1-c1nc2ccccc2s1	11%	-1%	0%	?	-29%	1%	0%	?	20%
O=C(Cc1ccccc1)Nc1ccc(NC(=O)Cc2ccccc2)c(Cl)c1	51%[activator]	1%	-5%	-17%	-5%	1%	-3%	-21%	25%
COc1ccc(CNS(=O)(=O)c2cnc(N)nc2)c(OC)c1	21%	1%	-4%	4%	4%	1%	2%	-4%[59 µM]	28%[57 µM]
CC(=O)Nc1cc(OC(=O)c2ccco2)cc(OC(=O)c2ccco2)c1	4%	-4%	-1%	-23%	-2%	3%	0%	?	8%
CC(C)(O)CC[C@@H](O)[C@](C)(O)[C@H]1CC[C@@]2(O)C3=CC(=O)[C@@H]4C[C@@H](O)[C@@H](O)C[C@]4(C)C3CC[C@]12C (some centres undefined)	-4%	-4%	-2%	-18%	-9%	-6%	0%	21%[59 µM]	7%
COc1ccc(CSc2n[nH]c(C)n2)cc1Br	-3%	1%	nt	-8%	-6%	-3%	0%	11%[12.7 µM]	12%
COc1ccc(C(NC(=O)C(C)C)c2c(O)ccc3ccccc23)cc1OC (centres undefined)	22%	-4%	-9%	-32%	-6%	20%	-2%	-20%[59 µM]	-5%
CC(C)[C@H](NC(=O)c1nn(Cc2ccccc2)c(=O)c2ccccc12)C(=O)O	67%[activator]	1%	-4%	-18%	7%	-1%	-2%	-9%	-24%
CCOC(=O)c1c(N=CN(C)C)c2cc([N+](=O)[O-])cnc2n1C	12%	-1%	-1%	-20%	-18%	-4%	4%	?	16%
O=C(CSc1ccc(-c2cccc([N+](=O)[O-])c2)nn1)N1CCCC1	30%[activator]	-6%	i	-9%	nt	-1%	-4%	-1%	15%
